# Screens from PubChem BioAssay.
# Gal4-VP16 FLuc: VP16 counterscreen qHTS for inhibitors of ROR gamma transcriptional activity; Drosophila S2 Gal4-VP16 UAS-luciferase, luminescence, 20 h; Potency, µM (titrated, usually from 53.6 µM), for the others: at the top dose activity, negative = inhibition, hits mostly inhibitors; 310,000 compounds, 3.5% hits; AID 2546, 2010;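 further: Gal4-VP16 expression switched on by copper sulfate through the metallothionein promoter; potency means the concentration at half of the fitted maximal effect; on the % scale 0 is the no-effect control and ±100 the full control effect; nearly all actives have a fitted effect of over 50% in size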
# FLuc counter: qHTS profiling assay for firefly luciferase inhibitor/activator using purifed enzyme and Km concentrations of substrates (counterscreen for miR-21 project); Luciferin 4-monooxygenase (Photinus pyralis), P08659; purified FLuc, Km substrates, luminescence inhibition; Potency, µM (series often up to 57.5 µM), for inactives: top-dose activity change, negative = inhibition, usual class: inhibitors; 360,000 compounds, 6.9% hits;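 further: potency means the concentration at half of the fitted maximal effect; plate controls were vehicle for no effect and reference inhibitor for full effect; nearly all actives have a fitted effect of over 55% in size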
# Target sequence (P08659 whole entry, looked up): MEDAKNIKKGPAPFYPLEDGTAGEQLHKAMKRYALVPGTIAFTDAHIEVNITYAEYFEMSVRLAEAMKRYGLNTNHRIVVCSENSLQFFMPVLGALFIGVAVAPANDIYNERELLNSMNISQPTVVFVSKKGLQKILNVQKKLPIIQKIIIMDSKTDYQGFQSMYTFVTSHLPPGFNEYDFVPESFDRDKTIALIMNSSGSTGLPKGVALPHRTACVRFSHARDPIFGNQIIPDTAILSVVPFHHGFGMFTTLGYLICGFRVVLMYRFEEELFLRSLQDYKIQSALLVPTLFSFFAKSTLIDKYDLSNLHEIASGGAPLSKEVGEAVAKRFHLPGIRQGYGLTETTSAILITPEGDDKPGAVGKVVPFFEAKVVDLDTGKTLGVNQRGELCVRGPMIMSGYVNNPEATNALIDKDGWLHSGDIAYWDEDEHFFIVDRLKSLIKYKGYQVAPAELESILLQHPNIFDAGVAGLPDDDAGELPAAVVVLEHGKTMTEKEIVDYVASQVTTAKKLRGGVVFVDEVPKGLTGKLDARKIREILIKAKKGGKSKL
#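 Purified P. pyralis luciferase, 10 nM final, with Km-level 10 uM D-luciferin and 10 uM ATP in 50 mM Tris acetate pH 7.5, 10 mM Mg acetate, 0.01% Tween-20, 0.05% BSA; 6-point qHTS titration about 60 µM downward; luminescence read.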
# Giardia killer: Small Molecules that selectively kill Giardia lamblia: qHTS; Giardia lamblia trophozoite viability; activity change, % at 7.66 µM, hits read low; 340,000 compounds, 0.15% hits; in the data active means activity change below about -80%; inconclusive means between about -30% and that limit;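 further: parasites exposed to compound for two days anaerobically before the ATP read; on the % scale 0 is the no-effect control and ±100 the full control effect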
#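 Viability, read as ATP luminescence: trophozoites at 100 cells/well, compound added, 48 hrs anaerobic at 37 deg C, then 15-30 min room-temperature development before reading.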
# Rab9 promoter act: qHTS Assay for Rab9 Promoter Activators | Huh7 Rab9 promoter-luciferase reporter, luminescence, 24 h | Potency, µM (series often up to 9.22 µM), without a hit: at the highest dose activation, negative = inhibition, actives largely listed as activators | 320,000 compounds, 2.8% hits; further: potency means the concentration at half of the fitted maximal effect; % of control where 0% means no effect; nearly all actives have a fitted effect of over 60% in size
#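 Luminescence read-out: Huh7 cells stably expressing Rab9-luciferase, treated 24 h with compound at 37 °C, then lysed with luciferase reagent for 10 min at ambient before reading.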
# PKM2 activator: qHTS Assay for Activators of Human Muscle isoform 2 Pyruvate Kinase; 260,000 compounds, 0.34% hits; purified PKM2, Kinase-Glo ATP luminescence, activation; response scale: 0% is enzyme alone, no compound; AID 1631, 2009; Potency, µM (highest dose often 57.5 µM), for inactives: at the highest dose activation, most hits filed as activators; further: potency means the concentration at half of the fitted maximal effect; on the % scale 0 is the no-effect control and ±100 the full control effect; nearly all actives have a fitted effect of over 55% in size
# Target sequence (P14618 whole entry, looked up, canonical isoform): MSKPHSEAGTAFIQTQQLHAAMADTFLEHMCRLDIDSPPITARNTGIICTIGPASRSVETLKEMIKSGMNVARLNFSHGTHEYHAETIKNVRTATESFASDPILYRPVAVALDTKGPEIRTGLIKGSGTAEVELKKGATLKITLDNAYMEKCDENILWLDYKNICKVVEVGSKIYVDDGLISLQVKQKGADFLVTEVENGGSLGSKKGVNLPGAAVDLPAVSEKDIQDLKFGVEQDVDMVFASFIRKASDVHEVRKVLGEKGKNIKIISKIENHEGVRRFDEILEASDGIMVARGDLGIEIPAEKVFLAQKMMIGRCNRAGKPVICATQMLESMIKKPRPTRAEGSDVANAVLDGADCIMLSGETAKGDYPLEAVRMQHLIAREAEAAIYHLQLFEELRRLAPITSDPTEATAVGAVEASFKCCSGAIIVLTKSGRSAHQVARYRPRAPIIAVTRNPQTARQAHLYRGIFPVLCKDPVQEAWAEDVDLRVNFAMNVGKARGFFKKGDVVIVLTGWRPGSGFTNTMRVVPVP
#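 Purified hPK-M2 (>95%) run at intermediate activity with 0.1 mM ADP and 0.5 mM PEP in 50 mM imidazole pH 7.2, KCl, MgCl2; 1 h room temperature. ATP formed read by Kinase-Glo luminescence; normalized to uninhibited and no-enzyme controls.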
# BRCA1 expr up: qHTS Assay to Identify Small Molecule Activators of BRCA1 Expression; MCF7-BRCA1-FFLuc reporter, luminescence, 48 h; response scale: scaled: vehicle 0%, 10 µM genistein 100%; Potency, µM (series often up to 46.1 µM), without a hit: top-dose activation, most hits filed as activators; 380,000 compounds, 1.1% hits; further: potency means the concentration at half of the fitted maximal effect; nearly all actives have a fitted effect of over 80% in size; some results filed as inactive show a strong effect at the top dose
#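 MCF7-BRCA1-FFLuc, 2000 cells/well; 2 h attach, 37 °C/5% CO2; compound 48 h; luciferase substrate 15 min; luminescence end-point. Norm. to genistein 10 microM max activation and DMSO; concentration-response curves fitted.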
# ELG1 genotox: qHTS screen for small molecules that induce genotoxicity in human embryonic kidney (HEK293T) cells expressing luciferase-tagged ELG1; HEK293T ELG1-luciferase reporter, luminescence, 16 h; Potency, µM (top dose mostly 46 µM), without a hit: top-dose activity change, positive = activation, actives largely listed as activators; 330,000 compounds, 1.3% hits; AID 504466, 2011; further: potency means the concentration at half of the fitted maximal effect; % of control where 0% means no effect; nearly all actives have a fitted effect of over 60% in size
#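 Cells (2,000/well) expressing the ELG1-luciferase fusion are dosed by pin tool and kept 16 hr at 37 °C, 5% CO2. Signal comes from ONE-Glo luciferase reagent after 30 min at room temperature.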
# p53 reactivator: qHTS assay for re-activators of p53 using a Luc reporter. H1299 p53-A138V BP100-luciferase reporter, luminescence, 24 h. Potency, µM (titrated, usually from 92.2 µM), inactives show top-dose activity change, positive = activation, actives largely listed as activators. AID 504706, 2011. 320,000 compounds, 0.063% hits; further: potency means the concentration at half of the fitted maximal effect; % of control where 0% means no effect; nearly all actives have a fitted effect of over 45% in size
#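 p53-null H1299 cells stably carrying temperature-sensitive p53-A138V and a BP100-luciferase reporter were pinned with compounds (4-point, 1:5 series) and held 24 hrs at 37 deg C. Luminescence was read 10 min after detection reagent.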
# NPC1 promoter act: qHTS Assay for NPC1 Promoter Activators | Huh7 NPC1 promoter luciferase reporter, 24 h | Potency, µM (series often up to 9.22 µM), without a hit: at the top dose activation, actives largely listed as activators | 320,000 compounds, 2.4% hits | AID 485313, 2010;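 further: potency means the concentration at half of the fitted maximal effect; % of control where 0% means no effect; nearly all actives have a fitted effect of over 60% in size; reporter is driven by a mutant NPC1 promoter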
#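 Stable NPC1-promoter luciferase Huh7 line; cpd (DMSO) 24 h, 37 °C, 5% CO2; Amplite luciferase reagent 10 min RT; luminescence readout. qHTS format.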
# RORgamma inh: qHTS for inhibitors of ROR gamma transcriptional activity | Nuclear receptor ROR-gamma (Mus musculus), P51450 | Drosophila S2 Gal4-RORgamma UAS-luciferase reporter, 20 h | Potency, µM (series often up to 53.6 µM), for the others: at the top dose activity change, negative = inhibition, usual class: inhibitors | 310,000 compounds, 5.4% hits; further: potency means the concentration at half of the fitted maximal effect; on the % scale 0 is the no-effect control and ±100 the full control effect; nearly all actives have a fitted effect of over 60% in size
#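 Drosophila Schneider cells stably carrying a metallothionein-driven Gal4 DBD–ROR gamma fusion and a UAS-Photinus luciferase reporter were exposed to compound for 1 hr, then induced with copper sulfate (700 uM final) for 20 hr at ambient temperature before luminescence reading.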
# Menin-MLL TR inh: qHTS Assay for Inhibitors Targeting the Menin-MLL Interaction in MLL Related Leukemias: Competition With Texas Red Labeled MLL-derived Mutant Peptide; Potency, µM (doses to about 61.6 µM), for the others: top-dose FP activity change, negative = inhibition, actives largely listed as inhibitors; Menin + Texas Red MLL mutant peptide, fluorescence polarization; AID 1768, 2009; O00255; 270,000 compounds, 0.23% hits; active means well fitted inhibition curve with a large enough effect in the polarisation, with a control signal flat, not every such curve was filed as active; inconclusive means small, poorly fitted or top-dose-only effect, or effect the other way, or a change in a side signal; inactive means no such curve, though single readings can be large or run the other way; the % refers to the polarisation; further: potency means the concentration at half of the fitted maximal effect; % of control where 0% means no effect; many of its hits are not listed in these tables
# * = called active by the depositor; u = inconclusive; x = no result given; [ ] = another dose, or the depositor's remark. Unless noted, the call rests on the fitted dose curve; in most records, active means well fitted curve in the direction sought with a large enough effect; inconclusive means small, poorly fitted or top-dose-only effect, or another doubt; inactive means no such curve, though single readings can be large; an effect the other way counts as inactive or inconclusive. These rows are one share of the data, so the mix of outcomes need not match the whole.
# Below each compound – Gal4-VP16 FLuc, FLuc counter, Giardia killer, Rab9 promoter act, PKM2 activator, BRCA1 expr up, ELG1 genotox, p53 reactivator, NPC1 promoter act, RORgamma inh, Menin-MLL TR inh
CC1(C)CC(NC(=O)COc2ccc3ccc(=O)oc3c2)CC(C)(C)N1
 : -2%, 1%, -19, 0%, x, 23%, 3%, 0%, -2%, -3%, 4%
COc1ccc2ccccc2c1CN1CCN(C(=O)c2ccccc2)CC1
 : -11%, 9%, 14, -4%, 1%, -29%, -9%, -2%, 1%, 10%, -9%
Clc1cccc(CSc2nnc(-c3ccccn3)n2Cc2ccco2)c1
 : u, -2%, -11, -9%, 5%, -2%, -6%, -7%, -6%, u, 0%
CC(C)CN(C(=O)Cn1c(Cl)nc2c1c(=O)n(C)c(=O)n2C)C1CCS(=O)(=O)C1 (stereo not drawn)
 : x, -2%, 10, 2%, x, -2%, -1%, 3%, 1%, x, x
COc1ccc(-c2cccc(C(=O)NCC(=O)O)c2)cc1
 : 2%, 13µM*, -1, 25%, -3%, 97%, u, 14%, 15%, 21%, -2%
O=C(c1cccc(Cl)c1)N(Cc1ccco1)C1CCS(=O)(=O)C1 (stereo not drawn)
 : 1%, 1%, 12, 0%, -3%, -3%, 4%, x, -3%, -10%, -1%
COc1ccc(-c2cc(-c3nnc(-c4ccncc4)o3)c3ccccc3n2)cc1
 : -12%, 2.7µM*, 21, -4%, 0%, 20%, 0%, 4%, -4%, 8%, 6%
CCOc1ccc(NC(=O)CCCCCN2C(=O)[C@@H]3Cc4ccccc4CN3C2=O)cc1
 : 0%, -11%, 2, 2%, x, 0%, -7%, -4%, 22%, -28%, x
CC(C)NC(=O)CN(CCc1ccccc1)S(C)(=O)=O
 : 0%, 0%, 6, -2%, -2%, 5%, 2%, 16%, -1%, 9%, -17%
Cc1c(/C(O)=C2/C(=O)C(=O)N(CCN3CCOCC3)C2c2cccs2)cnn1-c1ccccc1 (stereo not drawn)
 : 0%, 9.5µM*, -12, 1.3µM*, -2%, 64%, 1.8µM*, u, 4.5µM*, 0%, 4%
O=C1CSC(=Nc2cccc(Cl)c2Cl)N1Cc1cccnc1
 : 2%, 3%, -17, -1%, 0%, -30%, -2%, -5%, 0%, 2%, x
COc1ccc(/C=N/NC(=O)CO/N=C(\C)c2cccs2)cc1
 : 1%, u, u, -8%, 6%, 50%, 10%, 6%, -3%, 10%, 4%
COC(=O)[C@@]1(Cc2ccc(OC)cc2)[C@H]2c3cc(C(=O)N(C)C)n(Cc4c(CO)[nH]cc(C)c4=O)c3C[C@H]2CN1C(=O)c1ccccc1
 : -8%, x, -7, x, 4%, 0%, x, x, x, 3%, -3%
Cc1ccc(P(=O)(CC(=O)O)c2ccc(C)cc2)cc1
 : -5%, 6%, 6, -3%, 7%, -7%, -1%, -5%, 0%, -1%, 24%
COCCCNC(=O)c1ccccc1N(Cc1ccccc1)S(=O)(=O)c1ccc(OC)cc1
 : 4%, -2%, 6, -1%, 0%, -30%, 1%, -9%, 0%, -10%, -24%
COc1ccccc1OCCSc1nnnn1-c1ccc(C)cc1
 : -9%, 17µM*, -6, -5%, -8%, u, u, u, 15%, u, 1%
C=CCN(c1ccccc1Cl)S(=O)(=O)c1cccc(C(=O)NCCc2ccc(OC)cc2)c1
 : -15%, -5%, 20, -3%, -3%, -67%[inhibitor], -5%, -3%, -5%, 27%, 16%
CCCOc1ccc(C2C(C(=O)c3ccc(C)o3)=C(O)C(=O)N2Cc2cccnc2)cc1 (stereo not drawn)
 : 2%, 1%, x, 3%, 1%, x, 1%, 3%, -1%, 7%, -15%
CCCN(C(=O)c1cn(-c2ccccc2)nc1-c1ccc(OC)cc1)C1CCS(=O)(=O)C1 (stereo not drawn)
 : x, -2%, -16, 1%, x, -26%, 1%, -12%, 0%, x, x
Cc1ccc(C)c(Nc2nc3ccccc3n3cnnc23)c1
 : -6%, -1%, -21, 1%, x, -36%, 2%, 25%, -4%, -13%, 1%
CC1CCN(C(=O)c2[nH]cnc2C(=O)N(C)Cc2ccccc2)CC1
 : x, 1%, 7, -5%, x, 16%, 0%, -5%, -2%, x, x
CCCCn1c(O)c(N=Nc2ccccc2O)c2ccccc21
 : x, 0%, -19, 20%, x, -29%, 4%, 40µM*, -2%, x, x
CCn1c(SCC(N)=O)nc2sc3c(c2c1=O)CCCC3
 : u, 0%, 5, -1%, 2%, -27%, 7%, -8%, 1%, 11µM*, 5%
CC(C)C1C(C#N)=C(N)Oc2n[nH]c(-c3ccccc3)c21 (stereo not drawn)
 : -14%, -7%, -10, 0%, -7%, -21%, -3%, 16%, -10%, 30%, u
O=C(c1cccc(S(=O)(=O)Nc2ccc(F)cc2)c1)N1CCOCC1
 : x, 2%, 2, -4%, x, -3%, 1%, -9%, 0%, x, x
Cc1csc2c(=O)n3c(nc12)CCCCC3
 : 1%, -2%, 10, -6%, -2%, 10%, -1%, -3%, 1%, -26%, 16%
COc1ccc(Cl)cc1NC(=O)Nc1ccc(C(=O)N2CCOCC2)cc1
 : 0%, u, -25, 0%, 1%, -1%, -2%, -39%[inhibitor], -3%, 1%, x
Cc1c(NC(=O)C2CCN(S(=O)(=O)c3ccc(Cl)cc3)CC2)c(=O)n(-c2ccccc2)n1C
 : -3%, -1%, 10, 5%, -4%, -28%, -2%, -4%, -7%, 0%, 5%
Cc1ccc(CNC(=O)c2nn(C)c(C)c2[N+](=O)[O-])cc1
 : -3%, -2%, 10, -3%, 0%, -18%, 1%, -1%, -9%, 22%, -5%
CN(c1ccccc1)S(=O)(=O)c1cccc(NC(=O)COC(=O)C2CCCCC2)c1
 : 4%, -10%, -8, -2%, -1%, 3%, 1%, -6%, -6%, -1%, x

# Complete entries as entered above. Order of values: Gal4-VP16 FLuc	FLuc counter	Giardia killer	Rab9 promoter act	PKM2 activator	BRCA1 expr up	ELG1 genotox	p53 reactivator	NPC1 promoter act	RORgamma inh	Menin-MLL TR inh
# Profile of `O=C(c1cccc(S(=O)(=O)Nc2ccc(F)cc2)c1)N1CCOCC1` = x	2%	2	-4%	x	-3%	1%	-9%	0%	x	x
# Profile of `CC(C)NC(=O)CN(CCc1ccccc1)S(C)(=O)=O` = 0%	0%	6	-2%	-2%	5%	2%	16%	-1%	9%	-17%
# Profile of `COCCCNC(=O)c1ccccc1N(Cc1ccccc1)S(=O)(=O)c1ccc(OC)cc1` = 4%	-2%	6	-1%	0%	-30%	1%	-9%	0%	-10%	-24%

# Continuation:
# Below each compound – Gal4-VP16 FLuc, FLuc counter, Giardia killer, Rab9 promoter act, PKM2 activator, BRCA1 expr up, ELG1 genotox, p53 reactivator, NPC1 promoter act, RORgamma inh, Menin-MLL TR inh
O=C(CCn1cnc2ncccc2c1=O)N1CCN(c2cccc(Cl)c2)CC1
 : -13%, 8%, 19, 1%, -1%, 17%, -4%, -7%, -5%, 26%, x
CCc1ccc(/C(C)=N/NC(=O)CNC(=O)/C=C/c2ccccc2OC)cc1
 : -9%, -1%, -18, -5%, 5%, -22%, -2%, -3%, -3%, 11%, 9%
O=C(NCc1ccc(F)cc1)C(c1ccccc1)c1ccccc1
 : -3%, 8%, -15, 3%, 3%, 1%, -2%, x, -6%, -23%, -2%
CCOCCn1c(CN(Cc2ccccc2)Cc2ccccc2)nc2c1c(=O)n(C)c(=O)n2C
 : 3%, 6%, 13, 2%, 1%, -38%, -8%, -4%, 0%, -21%, u
Cc1ccc(C)c(CSc2nnc([C@@H]3CCCN3)o2)c1
 : -4%, 3%, 11, -4%, -4%, -14%, 2%, -1%, -7%, 8%, x
O=C(CN1CCOCC1)N1CCc2ccccc2C(c2ccccc2)C1 (stereo not drawn)
 : -8%, -2%, -17, 5%, -4%, -6%, -4%, 4%, 0%, u, -10%
COc1ccc(C(C(=O)NCC2CCCO2)N(C(=O)CNC(=O)c2cccs2)c2ccc(C)cc2)cc1OC (stereo not drawn)
 : 4%, -1%, 23, -7%, -9%, -19%, 0%, 1%, -7%, 20%, -8%
